Rtt109 HAT inh = C. albicans Rtt109 histone acetyltransferase inhibition; AID 540336; 330,000 compounds, 0.16% hits; Q5AAJ8; inhibition, % at 34.9 µM; purified Rtt109/Vps75, ThioGlo CoA-SH fluorescence, 4 h;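 active = inhibition of at least 50% in every replicate; inconclusive = best replicate reaches 50% inhibition but some replicates fall short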
V-ATPase pH = regulators of yeast V-ATPase proton transport | S. cerevisiae, pHLuorin cytosolic pH fluorescence | response, % at 10 µM | 350,000 compounds, 0.37% hits | AID 504577; in the data active = response mostly above about 7.3%, no sharp cut-off; inactive = mostly below about 5.4%; note: actives read high; inactives centre near 0; some compounds called inactive have numbers as strong as hits; reference of the scale not given here
CDK5 p35 inh = blocks human CDK5/p35 kinase activity | inhibition, % at 10 µM | AID 488839 | Recombinant CDK5/p35, ADP-Glo luminescence, 60 min | Q00535+Q15078 | 330,000 compounds, 0.01% hits;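 active = highest replicate inhibition of at least 50% and at least 75% of replicates reaching 50%; inconclusive = only one of the two criteria met; inactive = both criteria failed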;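 note: plate controls were DMSO neutral control for no effect and GW8510 at 10 µM for full effect; many of its hits are not listed in these tables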
Target sequence (Q00535 whole entry, looked up): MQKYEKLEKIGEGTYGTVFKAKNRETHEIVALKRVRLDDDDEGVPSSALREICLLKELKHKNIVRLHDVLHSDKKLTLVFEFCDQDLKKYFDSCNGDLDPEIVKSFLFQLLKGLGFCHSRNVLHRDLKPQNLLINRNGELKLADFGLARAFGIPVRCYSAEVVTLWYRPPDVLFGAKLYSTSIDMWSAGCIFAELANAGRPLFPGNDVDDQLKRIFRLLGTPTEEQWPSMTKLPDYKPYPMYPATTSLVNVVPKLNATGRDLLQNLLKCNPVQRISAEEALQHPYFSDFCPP
Target sequence (Q15078 whole entry, looked up): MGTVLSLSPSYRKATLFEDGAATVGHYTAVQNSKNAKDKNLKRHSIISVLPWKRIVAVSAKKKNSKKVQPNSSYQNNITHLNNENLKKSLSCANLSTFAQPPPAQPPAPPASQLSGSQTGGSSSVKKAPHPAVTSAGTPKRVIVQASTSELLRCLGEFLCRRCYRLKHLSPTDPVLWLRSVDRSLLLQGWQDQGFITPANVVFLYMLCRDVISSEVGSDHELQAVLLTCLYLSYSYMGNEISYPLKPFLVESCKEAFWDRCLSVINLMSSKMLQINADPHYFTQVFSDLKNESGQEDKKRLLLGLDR
dFosB act = activators of mouse delta FosB homodimer; purified delta FosB, TAMRA-CDK5 oligo fluorescence polarization; percent of positive-control signal above neutral wells; P13346; 340,000 compounds, 0.99% hits; activation, % at 25 µM;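 active = mean activation above about 17%, with every replicate also reaching it, limit read from the data, passing the limit was not always enough; inconclusive = only one of the two conditions met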;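 note: fluorescence polarization rise as delta FosB binds a TAMRA Cdk5 AP-1 oligo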
Target sequence (P13346 whole entry, looked up): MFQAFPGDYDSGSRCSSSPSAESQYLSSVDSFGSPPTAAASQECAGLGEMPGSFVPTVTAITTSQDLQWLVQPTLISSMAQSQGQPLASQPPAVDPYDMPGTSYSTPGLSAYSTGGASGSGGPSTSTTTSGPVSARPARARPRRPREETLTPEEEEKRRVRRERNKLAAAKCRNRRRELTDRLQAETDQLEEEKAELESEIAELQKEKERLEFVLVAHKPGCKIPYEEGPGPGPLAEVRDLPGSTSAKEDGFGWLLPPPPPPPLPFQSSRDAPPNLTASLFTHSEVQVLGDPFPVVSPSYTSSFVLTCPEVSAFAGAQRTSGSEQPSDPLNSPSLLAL
CAL PDZ FP-1 = blocks peptide binding to human CAL PDZ domain; Q9HD26; purified CAL PDZ, TMR-peptide fluorescence polarization, 1 h; inhibition, % at 20 µM; 330,000 compounds, 0.02% hits; AID 504414;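 active = highest replicate inhibition of at least 40%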;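 note: plate controls were DMSO neutral control wells for no effect and unlabeled competitor peptide control wells for full effect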
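Material: tagged CAL PDZ domain; buffer or medium: 25 mM sodium phosphate pH 7.4, 150 mM NaCl, TCEP, IgG, Thesit; compound dosing: single point, 20 µM; schedule: 1 h incubation at room temperature before polarization reading; measured by: FP readout, S and P plane fluorescence; read-out basis: percent inhibition from loss of millipolarization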
CAL PDZ FP-2 = CAL PDZ (human) peptide binding inhibition; Q9HD26; purified CAL PDZ, TMR-peptide fluorescence polarization, 1 h; inhibition, % at 24.9 µM; 300,000 compounds, 0.92% hits; AID 602252;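 active = mean inhibition of at least 30% with at least half of replicates also reaching 30%; inconclusive = no clear call, values can overlap the other calls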;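 note: 0% = DMSO neutral control and 100% = excess unlabeled competitor peptide PRC23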
Wnt act = activates Wnt/beta-catenin signaling in a reporter cell assay; activator, plate reader; activation, % at 9.35 µM; 300,000 compounds, 1.2% hits; AID 743398; in the data active = activation above about 30%, passing the limit was not always enough; inconclusive = no clear call, values can overlap the other calls;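 note: 0% = neutral control wells and 100% = positive control wells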
MITF act = increases MITF-driven TRPM1 promoter luciferase signal; activation, % at 12.5 µM; SK-MEL-5 TRPM1-promoter luciferase, 24 h; % of positive control, neutral wells = 0; AID 588334; 300,000 compounds, 0.75% hits;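 active = mean activation of at least 80% with every replicate also reaching 80%; inconclusive = mean reaches 80% but some replicate falls short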;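 note: 0% = neutral control wells and 100% = parthenolide positive control wells; values of inactives mirror those of a sister screen read the other way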
Tat export inh = blocks Tat-dependent protein export in E. coli | inhibition, % at 10 µM | 340,000 compounds, 0.036% hits | E. coli MC4100 TorA-mCherry Tat export, fluorescence;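 active = mean replicate inhibition at least 50% and at least half of replicates individually reaching 50%; inconclusive = only one of the two criteria met; inactive = neither criterion met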;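 note: exported cargo escapes ClpAP degradation while cytoplasmic cargo is degraded and loses fluorescence; 0% = median of neutral control wells and 100% = median of NaSCN control wells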
RTF Ca sens act = cardiac RTF calcium sensitization | IANBD-labeled TnC RTF fluorescence at EC20 calcium; 0% EC20 calcium, 100% full calcium | 340,000 compounds, 0.24% hits | P19429+P45379 | activation, % at 7.2 µM | AID 493008;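 active = activation above the mean over all tested compounds plus 3 SD, cut at about 30% in these data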;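 note: rise in fluorescence read as greater calcium sensitivity of cardiac thin filaments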
* = called active by the depositor; ? = inconclusive; / = no result given.

nr	mol	Rtt109 HAT inh	V-ATPase pH	CDK5 p35 inh	dFosB act	CAL PDZ FP-1
1	O=[N+]([O-])c1ccc(Oc2ccc(-c3nnco3)cc2)c(Cl)c1	12	0	1.6	-8	-2.1
2	Cc1ccc(OCc2nnc(SCC(=O)Nc3nccs3)n2-c2ccccc2)cc1C	-16	-1	-2.7	-8	0.6
3	COc1ccc(N(/N=C2\Sc3ccccc3C2=O)C(C)=O)cc1	9	-1	0.0	-5	-1.4
4	CCN(CC)S(=O)(=O)c1ccc(/C=C/C(=O)OCC(=O)NCc2cccs2)cc1	-5	-1	1.7	-9	-1.3
5	CCCCN(Cc1ccco1)C(=O)c1cc2c(=O)[nH]c3ccc(C)cc3c2s1	-6	-2	-0.3	-28	-1.9
6	Cc1oc2ccc(OCc3ccc(Br)cc3)cc2c1C(=O)O	-6	0	0.0	-6	-0.5
7	Cc1cc(C(=O)OC(C)C(=O)Nc2cccc(S(=O)(=O)N3CCOCC3)c2)c(C)o1 (stereo unspecified)	14	6	-2.1	-9	-0.4
8	Cc1c(NC(=O)c2ccc(COc3ccc4ccccc4c3)o2)c(=O)n(-c2ccccc2)n1C	12	2	-0.1	-22	-3.1
9	Cc1noc(C)c1C(=O)N1CCC2(CC1)Oc1ccc(F)cc1C(=O)C21CC(c2ccc(Cl)cc2)=NO1 (stereo unspecified)	-4	1	-5.2	7	-0.5
10	CCOC(=O)N1CCN(CCC(=O)Nc2ccc(Br)c(C)c2)CC1	-8	-3	-0.9	-5	-0.7
11	CCOC(=O)NC(Nc1nnc(SCC)s1)(C(F)(F)F)C(F)(F)F	-1	2	3.0	3	-1.8
12	CSc1nc2n(n1)C(c1cc(Br)ccc1F)C(C(=O)N(C)C)=C(C)N2 (stereo unspecified)	-4	1	-1.7	2	-0.3

nr	CAL PDZ FP-2	Wnt act	MITF act	Tat export inh	RTF Ca sens act
1	-2	-4	-4	-4	-2
2	-2	/	-11	11	-5
3	-4	?	22	-3	-1
4	-3	-1	/	1	1
5	/	-1	/	-1	-1
6	-6	1	1	-14	-4
7	/	/	/	-6	-1
8	-4	4	21	-1	-17
9	-1	-5	-6	6	-2
10	2	-1	-18	-6	-2
11	-1	0	3	-3	-2
12	/	/	-5	-4	0

Looked up one by one from above:
nr	mol	Rtt109 HAT inh	V-ATPase pH	CDK5 p35 inh	dFosB act	CAL PDZ FP-1
12	CSc1nc2n(n1)C(c1cc(Br)ccc1F)C(C(=O)N(C)C)=C(C)N2 (stereo unspecified)	-4	1	-1.7	2	-0.3
1	O=[N+]([O-])c1ccc(Oc2ccc(-c3nnco3)cc2)c(Cl)c1	12	0	1.6	-8	-2.1

nr	CAL PDZ FP-2	Wnt act	MITF act	Tat export inh	RTF Ca sens act
12	/	/	-5	-4	0
1	-2	-4	-4	-4	-2

The list continues.
nr	mol	Rtt109 HAT inh	V-ATPase pH	CDK5 p35 inh	dFosB act	CAL PDZ FP-1
13	COc1ccc(C(OC(=O)c2ccco2)C(=O)NCc2ccc(C)cc2)cc1 (stereo unspecified)	9	5	-0.2	-3	-1.2
14	C[C@@H]1C=C[C@](Cc2ccccc2)(C(=O)NCCc2c[nH]c3ccccc23)N1C(=O)c1ccccc1	3	5	-1.2	-4	-0.6
15	Nc1ccc(C(=O)OCCc2ccccc2)cc1	0	-1	-0.6	-4	0.9
16	COCCn1nnnc1C(c1ccccc1)N1CCN(C)CC1 (stereo unspecified)	8	4	-0.3	-5	/
17	CC(=O)Nc1ccccc1OC(C)C(=O)N1CC(C)CC(C)C1 (stereo unspecified)	0	0	-1.3	0	-1.6
18	COc1cc(S(=O)(=O)N2CCCCC2)c(OC)cc1Br	18	1	-0.7	-6	-0.5
19	CSc1ccc(S(=O)(=O)N2CCC(C(=O)NC3CC3)CC2)cc1	-4	-1	1.0	3	-0.3
20	COc1ccc(NC(=O)NC2CCCc3ccccc32)cc1 (stereo unspecified)	-5	1	-1.8	-6	-0.4
21	COC(=O)Cn1c(O)c(N=NC(=O)CNC(=O)COc2cccc(C)c2)c2ccccc21	-1	-1	-1.3	4	-2.0
22	CCS(=O)(=O)N1CCC(C(=O)NCCCN2CCN(c3ccccc3F)CC2)CC1	/	0	3.5	0	-1.9
23	CS(=O)(=O)c1ccc(NC(=O)C2CCCN(C(=O)c3ccc(Cl)cc3)C2)cc1 (stereo unspecified)	11	-2	-1.0	3	-0.9
24	O=C(Cn1cc(C(F)(F)F)cc(Cl)c1=O)NCc1ccccc1	-1	-3	0.3	-2	-2.3

nr	CAL PDZ FP-2	Wnt act	MITF act	Tat export inh	RTF Ca sens act
13	0	/	1	1	-5
14	-2	0	-4	3	-1
15	-1	60*	101*	4	3
16	4	-1	-9	-6	4
17	-3	3	2	2	-1
18	/	-2	-3	-3	5
19	/	2	-6	0	-7
20	-4	1	4	-5	1
21	-5	1	-9	-10	1
22	-3	/	0	3	2
23	-1	3	-4	1	-3
24	-2	8	43	4	0

Screen by screen, quoted from above.
CAL PDZ FP-1, compounds 13 to 18 → -1.2, -0.6, 0.9, /, -1.6, -0.5

Remaining list, next part.
nr	mol	Rtt109 HAT inh	V-ATPase pH	CDK5 p35 inh	dFosB act	CAL PDZ FP-1
25	CC(C)(C)NC(=O)C(c1ccc(O)cc1)N(C(=O)Cn1nnc(-c2ccc(F)cc2)n1)c1ccccc1F (stereo unspecified)	5	2	-5.1	-5	0.1
26	COc1ccccc1C(c1nnnn1C(C)(C)C)N1CCCc2ccccc21 (stereo unspecified)	5	/	-0.3	1	-2.2
27	COc1ccc(-c2sc3cc4c(cc3c2C#CC2(O)CCCCC2)OCO4)cc1	-10	-6	0.1	-2	0.7
28	O=C(CN(Cc1ccco1)C(=O)c1cc(=O)[nH]c2ccccc12)Nc1ccccc1C(F)(F)F	0	0	-3.9	-4	-0.1
29	CCn1ncc(CN2CCCC(CNC(=O)c3ccc(F)cc3)C2)c1C (stereo unspecified)	-7	1	-3.4	0	-2.8
30	O=c1c2ccccc2sc2ccc(NCCCN3CCOCC3)cc12	14	-2	-2.2	-7	2.0
31	Cc1ccc(NC(=O)CS(=O)CC(=O)N(C(C)C(=O)NC2CCCCC2)C(C)(C)C)cc1 (stereo unspecified)	3	-2	1.5	-1	/
32	COc1ccc(-c2noc(CCCC(=O)NC3CCCCC3)n2)cc1OC	1	2	-0.8	-3	-2.6
33	COc1ccc(C(=O)N/N=C/c2ccccc2C(=O)O)cc1OC	-7	-2	-5.4	4	-0.3
34	CCN1CCc2nc(NC(=O)Cc3ccc4c(c3)OCCO4)sc2C1	3	-1	1.6	5	-1.3
35	Cc1nn(Cc2ccccc2)c(C)c1/C=N/NC(=O)c1ccncc1	1	2	-7.4	2	-0.1
36	CC(C)n1nc(C(=O)Nc2nnc(C3CC3)s2)c2ccccc2c1=O	/	1	1.1	-8	-1.7

nr	CAL PDZ FP-2	Wnt act	MITF act	Tat export inh	RTF Ca sens act
25	/	-4	-10	0	5
26	1	/	14	-2	-11
27	-3	-7	9	-6	5
28	-5	-3	-1	8	-1
29	-3	-15	2	-1	-1
30	7	27	72	2	10
31	-5	-11	-3	-11	-3
32	-5	0	-7	-8	5
33	2	0	1	15	3
34	0	/	/	-2	-1
35	/	-3	/	9	0
36	-5	-1	2	-16	2

Further records
nr	mol	Rtt109 HAT inh	V-ATPase pH	CDK5 p35 inh	dFosB act	CAL PDZ FP-1
37	CC(=O)Nc1ccc(N/C=C/C(=O)C(C)(C)C)cc1	8	1	-1.0	-6	2.1
38	CCn1cc(Br)c(-c2nc3ccccc3c(=O)n2N)n1	12	1	-1.7	-1	-4.4
39	C/C(=N/n1cnnc1)c1cccnc1	4	2	-1.3	-1	-0.3
40	CCN1CCN(C(=O)c2cc3cc(Cl)ccc3[nH]2)CC1	11	1	0.9	3	-1.0
41	CCOC(=O)c1c(C)nc2c(c1-c1cc(OC)ccc1OC)C(=O)c1ccccc1-2	-5	1	-0.8	-2	-1.6
42	CCOc1ccccc1CN1C(=O)c2ccccc2C1C(=O)NC(C)CC (stereo unspecified)	7	1	0.5	-3	/
43	O=C(Nc1cc(Cl)cc(Cl)c1)c1ccc(Cn2c(=O)[nH]c3ccsc3c2=O)cc1	-10	4	-1.6	11	-1.2
44	O=C(Oc1ccc(OC(=O)c2ccco2)c(S(=O)(=O)c2ccc(Cl)cc2)c1)c1ccco1	13	-29	0.7	-9	-2.3
45	CCOc1cc(/C=N/N=C/c2ccc(O)c(OCC)c2)ccc1O	8	-1	0.3	-10	-0.1
46	CC(=O)NCCNc1nc2c(-c3ccccc3)nnn2c2ccccc12	/	4	-1.0	-2	0.1
47	COc1ccc([N+](=O)[O-])cc1N(CC(O)CN(C)C)S(=O)(=O)c1ccc(C)cc1 (stereo unspecified)	-10	-1	-2.9	-12	-0.7
48	CCOC(=O)c1c(-c2ccccc2)csc1NC(=O)CSc1nc(C)cc(C)n1	-2	3	-0.1	1	-0.5

nr	CAL PDZ FP-2	Wnt act	MITF act	Tat export inh	RTF Ca sens act
37	/	/	16	-2	-8
38	/	/	21	0	-2
39	-2	-4	1	5	7
40	-7	2	9	-5	4
41	-2	/	/	-8	7
42	-5	2	/	-1	1
43	-13	/	/	12	1
44	4	/	-3	-2	5
45	-13	-2	-12	-14	-3
46	-3	4	-7	-6	4
47	2	11	18	-5	0
48	1	-6	-3	12	-3

More compounds.
nr	mol	Rtt109 HAT inh	V-ATPase pH	CDK5 p35 inh	dFosB act	CAL PDZ FP-1
49	Cc1cc(C)c(C#N)c(SCc2ccccc2C(=O)O)n1	-4	0	-2.0	6	0.2
50	COc1ccccc1N1CCN(C(CNS(=O)(=O)c2cccs2)c2cccnc2)CC1 (stereo unspecified)	5	1	0.2	-10	0.1
51	COCCn1c(SCC(=O)Nc2ccc(C)cc2)nc2c(oc3ccccc32)c1=O	1	1	-1.8	-6	-1.5
52	O=C(O)[C@@H]1CCCN1C(=O)c1ccco1	1	2	-1.0	4	-2.1
53	CC(Sc1ncnc2sccc12)C(=O)Nc1ccc(S(=O)(=O)N2CCOCC2)cc1 (stereo unspecified)	16	2	-0.8	-4	-1.1
54	CCOC(=O)[C@@H]1[C@H]2COc3cc(OC)ccc3[C@@H]2N2C(=O)N(c3ccc(C)cc3)C(=O)[C@]12C	15	-3	2.6	5	-2.0
55	COC(=O)C1CCN(C(c2cc(OC)c(OC)c(OC)c2)c2sc3nc(C)nn3c2O)CC1 (stereo unspecified)	-1	4	2.0	-3	-0.6
56	CN(C(=O)c1cccc(NC(=O)c2cccs2)c1)c1ccccc1	16	8	-0.8	-1	-2.3

nr	CAL PDZ FP-2	Wnt act	MITF act	Tat export inh	RTF Ca sens act
49	-2	/	8	-6	0
50	/	-2	15	-3	7
51	-3	/	-9	-1	1
52	-2	1	5	-4	-6
53	-19	-3	2	1	-2
54	-3	-8	-8	11	1
55	/	0	/	11	5
56	-5	-1	-13	-12	-3

Compound activity deposited in PubChem BioAssay by several laboratories.

Rows were taken by chance, and some 4.1% of all compounds hit somewhere here.
